Scp1 inh: Scp-1 phosphatase inhibitors, primary screen, biochemical, colorimetric, uHTS | 340,000 compounds, 0.88% hits | inhibition, % at 20 µM | Recombinant Scp1, phosphopeptide, malachite green phosphate absorbance | Carboxy-terminal domain RNA polymerase II polypeptide A small phosphatase 1 (Homo …;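 active = inhibition above about 50% at 20 µM, limit read from the data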;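 also: plate controls were DMSO wells with enzyme for no effect and wells lacking enzyme for full effect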
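assay system = SCP-1 phosphatase catalytic domain, residues 76-261 | buffer or medium = 50 mM Tris acetate pH 5.5, 0.005% Tween-20, 10 mM MgCl2 | incubation = enzyme reaction 45 min at room temperature, colour 5 min, stabilisation 30 min | signal = Phosphate-binding colour reagent, absorbance read at 630 nm | measure = % inhibition at 20 µM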
NadD inh: inhibitors of S. aureus NadD, primary screen, biochemical, colorimetric, uHTS; Nicotinate-nucleotide adenylyltransferase NadD (Staphylococcus aureus N315); purified NadD enzyme, colorimetric absorbance read-out; inhibition, % at 20 µM; 360,000 compounds, 0.78% hits; in the data active = inhibition above about 26%; also: some compounds past the cut are filed as inactive
Neddylation inh: inhibitors of cullin neddylation, primary screen, biochemical, TR-FRET, uHTS, NAE and Ubc12; 360,000 compounds, 0.58% hits; NEDD8-conjugating enzyme Ubc12 (Homo sapiens) + NEDD8-activating enzyme E1 regulatory …; calls only at 25 µM; in the data active = inhibition above about 36%
Rin1 Abl inh: inhibitors of Rin1-Abl protein binding, primary screen, biochemical, TR-FRET; 360,000 compounds, 0.4% hits; inhibition, % at 7.35 µM; Tyrosine-protein kinase ABL1 (Homo sapiens) + Ras and Rab interactor 1 (Homo sapiens), …; in the data active = inhibition above about 5%, passing the limit was not always enough
DNMT1 block: human DNMT1 methyltransferase inhibitors, primary screen, biochemical, molecular beacon, fluorescence, HinP1I cleavage, uHTS; DNA (cytosine-5)-methyltransferase 1 (Homo sapiens), P26358; inhibition (reported as % activation of signal), % at 10 µM; 360,000 compounds, 0.83% hits; AID 588458, 2011; in the data active = inhibition above about 50%
CSN inh: inhibitors of CSN-mediated cullin deneddylation, primary screen, biochemical, fluorescence polarization, uHTS; COP9 signalosome complex subunit 5 (Homo sapiens), Q92905; Purified CSN, SCF-Nedd8-OG deneddylation; inhibition, % at 12.5 µM; 360,000 compounds, 0.38% hits;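 active = pattern-corrected inhibition above about 35%, with an unprinted fluorescence ratio check between 0.5 and 1.5, limit read from the data, passing the limit was not always enough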;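 also: 0% = enzyme with substrate and 100% = substrate without enzyme; some results filed as inactive read as strong as hits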
Target sequence (Q92905 whole entry, looked up, one chain of several): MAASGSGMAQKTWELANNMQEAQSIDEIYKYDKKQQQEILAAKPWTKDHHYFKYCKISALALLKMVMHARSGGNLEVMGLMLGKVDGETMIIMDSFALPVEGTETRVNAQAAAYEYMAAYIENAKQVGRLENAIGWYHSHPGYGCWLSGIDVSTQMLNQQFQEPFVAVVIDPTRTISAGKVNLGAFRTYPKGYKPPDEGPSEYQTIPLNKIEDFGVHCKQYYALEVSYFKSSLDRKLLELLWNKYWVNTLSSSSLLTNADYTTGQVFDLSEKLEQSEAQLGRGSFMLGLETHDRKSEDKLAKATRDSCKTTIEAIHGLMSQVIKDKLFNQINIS
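Material: human Csn5 produced in HEK293T cells; Input: enzyme 0.24 nM; Reagent: SCFSkp2-Nedd8OG substrate at 10 nM final; Dosing: 12.5 µM compound; Incubation: 90 min reaction at room temperature; Detection: fluorescence polarization of the substrate; Evaluation: % inhibition of substrate cleavage by Csn5; Control set: substrate-only high control, full reaction low control.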
Rpn11 inh: Rpn11 (PSMD14) deubiquitinase inhibitors, primary screen, biochemical, fluorescence polarization, uHTS; 360,000 compounds, 0.59% hits; human 26S proteasome, Ub4-pepOG fluorescence polarization; 20S core pre-blocked with epoxomicin; 26S proteasome non-ATPase regulatory subunit 14 (Homo sapiens), O00487; calls only at 20 µM; AID 588493, 2011;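 active = inhibition at 20 µM, scaled to each plate's controls, above about 33%, limit read from the data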
Target sequence (O00487 whole entry, looked up): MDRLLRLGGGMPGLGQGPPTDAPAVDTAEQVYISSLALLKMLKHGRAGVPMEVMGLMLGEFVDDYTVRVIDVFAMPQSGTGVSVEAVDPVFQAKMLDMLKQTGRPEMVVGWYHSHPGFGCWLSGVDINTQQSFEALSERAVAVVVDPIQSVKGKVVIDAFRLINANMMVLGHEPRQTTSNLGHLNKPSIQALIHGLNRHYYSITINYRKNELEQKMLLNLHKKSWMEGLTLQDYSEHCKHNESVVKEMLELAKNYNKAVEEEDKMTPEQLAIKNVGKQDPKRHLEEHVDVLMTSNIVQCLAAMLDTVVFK
STEP block: STEP phosphatase inhibitors, primary screen, biochemical, fluorescence intensity, uHTS; AID 588621, 2011; 360,000 compounds, 0.25% hits; Tyrosine-protein phosphatase non-receptor type 5 (Homo sapiens), P54829; recombinant STEP, OMFP fluorogenic substrate; inhibition, % at 20 µM;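 active = inhibition at 20 µM, scaled per plate between control wells, above about 37%, limit read from the data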;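 also: 0% = DMSO with enzyme and substrate and 100% = substrate only without enzyme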
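material = STEP tyrosine phosphatase | reagent = fluorogenic phosphatase substrate OMFP at 25 µM final | doses = single compound dose of 20 µM, 1% DMSO final | schedule = 20 min reaction, room temperature, in the dark | measured by = fluorescence, 480/540 nm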
SUMO1 PPI mod: modulators of SUMO1 protein-protein interactions, primary screen, biochemical, uHTS | Small ubiquitin-related modifier 1 (Homo sapiens), P63165 | SUMO1 binding to a labelled peptide, TR-FRET, 1 h | inhibition, % at 20 µM | 360,000 compounds, 0.33% hits | AID 602429, 2012; in the data active = inhibition above about 37%
Target sequence (P63165 whole entry, looked up): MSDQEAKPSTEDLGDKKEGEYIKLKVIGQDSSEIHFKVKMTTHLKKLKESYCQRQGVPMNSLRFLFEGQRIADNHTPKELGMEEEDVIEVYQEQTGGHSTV
LMPTP block: LMPTP phosphatase inhibitors, primary screen, biochemical, fluorescence intensity, uHTS; recombinant LMPTP-A, OMFP fluorogenic substrate; AID 651560, 2012; Low molecular weight phosphotyrosine protein phosphatase (Homo sapiens), P24666; inhibition, % at 20 µM; 360,000 compounds, 0.22% hits;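 active = compounds that cut the enzyme signal by at least half of the control window in the single-dose screen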;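 also: plate controls were DMSO wells with enzyme plus substrate for no effect and substrate without enzyme for full effect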
Target sequence (P24666 whole entry, looked up): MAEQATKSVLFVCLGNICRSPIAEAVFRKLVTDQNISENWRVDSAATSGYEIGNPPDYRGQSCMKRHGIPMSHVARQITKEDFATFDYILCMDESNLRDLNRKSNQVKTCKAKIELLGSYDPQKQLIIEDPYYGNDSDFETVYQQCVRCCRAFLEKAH
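Assay system: LMPTP-A, protein tyrosine phosphatase of low molecular weight / Medium: pH 6.0 Bis-Tris buffer with DTT and Triton X-100 / Schedule: 50 min enzyme reaction at room temperature, protected from light / Measured by: endpoint fluorescence intensity from OMFP dephosphorylation / Read-out basis: % inhibition relative to no-enzyme and uninhibited control wells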
An asterisk follows results filed as active; i = inactive; nt = not tested or not shown; + = active, no number.

Scp1 inh,NadD inh,Neddylation inh,Rin1 Abl inh,DNMT1 block,CSN inh,Rpn11 inh,STEP block,SUMO1 PPI mod,LMPTP block,structure
-10,-3,i,0,-1,1,i,2,1,-3.0,O=C(CN1CCN(c2ccc(F)cc2)CC1)NCc1ccc(F)cc1
-5,4,i,2,-7,-7,i,4,3,4.9,CNc1ccccc(-c2ccc3ccccc3n2)c1=O
-2,0,i,-5,3,0,i,0,-4,-0.2,CC1=CC(C)C2C(=O)N(c3ccccc3)NC(=O)C2C1 (centres undefined)
8,-2,i,2,2,-8,i,0,3,0.4,O=C(Nc1ccc(CN2CCCCC2)cc1)Nc1ccc(Br)cc1Cl
-6,-3,i,-2,0,1,i,-4,8,0.8,CN(CC(=O)NCc1ccc2c(c1)OCO2)S(=O)(=O)c1ccc(Br)s1
-3,-2,i,-3,2,-3,i,2,3,1.4,CC(OC(=O)CCc1cc(C(C)(C)C)c(O)c(C(C)(C)C)c1)C(=O)NC1CC1 (centres undefined)
-8,1,i,2,5,-3,i,2,-3,-0.4,CC(C)(C)S(=O)N1Cc2cc(CO)ccc2[C@@H]1CCO (some centres undefined)
-7,-7,i,-1,1,3,i,-2,-1,-0.7,O=C(c1ccc(N2CCOCC2)nc1)N1CCCCC1
-2,6,i,-3,-2,8,i,1,-2,-0.3,COCCNC(=S)N/N=C(\C)c1cccc(OC)c1
-14,10,+,0,-16,2,i,3,-2,4.9,Cc1ccc(-c2ccc(C(=O)Nc3ccccc3)o2)c2ccccc12
0,0,i,3,-4,8,i,1,-9,-2.1,N#CC1=C(N)Oc2n[nH]c(-c3ccccc3)c2C1c1ccncc1 (centres undefined)
-10,-3,i,3,3,6,i,1,6,-2.7,CC(=O)Nc1ccc(NC(=O)C(C)OC(=O)CNC(=O)c2cccs2)cc1 (centres undefined)
-6,-6,i,-3,5,-5,i,-2,-6,-1.7,O=C(CN1C(=O)c2ccccc2C1=O)NC1CCC(O)CC1 (centres undefined)
4,1,i,0,7,-7,i,0,1,-1.1,S=C(NCCc1ccccc1)NCCc1ccccc1
-2,-7,i,3,-1,1,i,3,0,0.6,O=C(c1ccc2ccccc2n1)N1CCN(c2ccccc2Cl)CC1
-5,-5,i,0,-1,-3,i,2,7,-0.5,COc1ccc(N(CC(=O)Nc2cc(OC)c(OC)cc2C(=O)O)S(=O)(=O)c2c(C)noc2C)cc1
-1,2,i,-1,-2,-2,i,1,1,-1.4,CCc1cc2c(-c3ccccc3)cc(=O)oc2cc1OC(C)C(=O)NCC1CCC(C(=O)O)CC1 (centres undefined)
-9,10,i,0,19,2,i,-2,4,5.1,Cc1cccc(NC(=O)Cn2nnc(C(=O)Nc3ccc(F)c(Cl)c3)c2N)c1
-3,4,i,-2,1,-6,i,3,-1,-1.3,O=C(CCc1ccccc1)Nc1c(F)cccc1F
-6,7,i,1,-7,1,i,-1,4,1.8,Cc1ccc(C2(C)NC(=O)N(CC(=O)Nc3cc(S(=O)(=O)N4CCCCC4)ccc3OC(C)C)C2=O)cc1 (centres undefined)

Quoted from the listing:
`O=C(c1ccc(N2CCOCC2)nc1)N1CCCCC1` – SUMO1 PPI mod: -1
`O=C(Nc1ccc(CN2CCCCC2)cc1)Nc1ccc(Br)cc1Cl` – CSN inh: -8

Part of the list above, reduced to CSN inh and NadD inh:
mol | CSN inh | NadD inh
CC(=O)Nc1ccc(NC(=O)C(C)OC(=O)CNC(=O)c2cccs2)cc1 (centres undefined) | 6 | -3
S=C(NCCc1ccccc1)NCCc1ccccc1 | -7 | 1
CCc1cc2c(-c3ccccc3)cc(=O)oc2cc1OC(C)C(=O)NCC1CCC(C(=O)O)CC1 (centres undefined) | -2 | 2
O=C(Nc1ccc(CN2CCCCC2)cc1)Nc1ccc(Br)cc1Cl | -8 | -2
CN(CC(=O)NCc1ccc2c(c1)OCO2)S(=O)(=O)c1ccc(Br)s1 | 1 | -3

Remaining list, next part:
Scp1 inh,NadD inh,Neddylation inh,Rin1 Abl inh,DNMT1 block,CSN inh,Rpn11 inh,STEP block,SUMO1 PPI mod,LMPTP block,structure
2,-3,i,-8,-2,-4,i,0,-6,0.7,COC(=O)CNC(=O)CSc1nnc(-c2ccc(OC)cc2)n1CC(C)C
-8,-3,i,0,2,44*,nt,0,-17,0.3,CCS(=O)(=O)c1nn2c(N)c(/C=C3/C=CC(=O)C(OC)=C3)c(=O)nc2s1
-1,-6,i,-3,-5,0,i,4,2,0.9,COc1cccc(Nc2nnc(SCC(=O)N(CC(C)C)CC(C)C)s2)c1
-4,3,i,-2,-2,2,i,0,-20,1.1,C=CCN1C(=O)S/C(=C/c2ccc(Sc3nc4ccccc4[nH]3)o2)C1=O
-7,5,i,0,1,8,i,0,-2,-0.9,CC(=O)N1CCN2C(=O)C1CCCC(=O)c1cc(C(C)C)ccc12 (centres undefined)
4,7,i,1,-4,2,i,0,-6,-0.1,O=C(Nc1cccc(-c2ccc(N3CCOCC3)nn2)c1)c1ccc(Cl)cc1
24,3,i,-1,2,3,i,0,10,-0.2,CN(C)C(=O)c1ccc(NC(=O)CSc2nnc(-c3ccc4c(c3)OCO4)o2)cc1
-8,-5,i,-1,1,0,i,1,-5,0.5,Cc1ccc(S(=O)(=O)Nc2cccc(C(=O)NCc3ccccn3)c2)cc1F
21,1,i,1,0,-2,i,-1,0,0.5,Cc1ccc(S(=O)(=O)Nc2ccc3c(c2)C(=O)N([C@H](C)CO)C[C@H](C)[C@@H](CN(C)C(=O)Nc2ccc(C(F)(F)F)cc2)O3)cc1
-1,-3,i,2,0,-3,i,-3,0,-0.9,CCCCN(C(=O)CCCc1nc2ccccc2c(=O)[nH]1)c1c(N)n(CC(C)C)c(=O)[nH]c1=O
-16,-6,i,2,-3,-2,i,1,2,3.2,CC(C)(C)NC(=O)NC(=O)COC(=O)Cc1coc2ccc3ccccc3c12
10,7,i,-2,5,7,i,3,-22,-0.5,C=CCSc1nnc(N2C(=O)C(O)=C(C(=O)c3ccco3)C2c2ccccc2F)s1 (centres undefined)
-13,-9,i,1,-10,-4,i,-1,-5,4.4,Cc1ccc(C)c(Oc2cc(NC(=O)CCCn3nc(C)c([N+](=O)[O-])c3C)cc([N+](=O)[O-])c2)c1
-8,-2,nt,-3,2,-3,i,4,3,-3.2,CC1=CN2CC(O)CN=C2C=C1 (centres undefined)
-7,-4,i,0,2,-3,i,0,0,-0.4,O=C(NNC(=O)c1ccc[nH]1)c1cc(Cl)cc(Cl)c1
-16,-4,i,-2,0,3,i,0,1,-1.5,CCOc1cc(NC(=O)CCl)c(OCC)cc1NC(=O)CCl
3,33*,i,-3,4,6,i,-2,-2,-2.4,NS(=O)(=O)c1ccc(CCN2C(=O)/C(=C\c3ccc(Cl)cc3)SC2=S)cc1
6,-5,i,-2,1,1,i,0,-2,-1.6,CC(C)OP(=O)(OC(C)C)C(NC(=O)c1ccccc1Br)C(N)=O (centres undefined)
nt,1,i,5,4,2,i,3,2,-0.5,CCNC(=O)C1(C)CCN(C(=O)c2ccc(OC)cc2)C1 (centres undefined)
4,3,i,1,-2,0,i,1,-3,-0.5,CCC(=O)c1cc2c(C)cc(=O)oc2c(C)c1OC(=O)C(C)C
-5,0,i,1,-3,-12,i,3,0,0.2,CN(C)c1ccc(CNC(=O)CCc2ccc(S(=O)(=O)N3CCCCCC3)cc2)cc1
-14,-9,i,-1,-10,0,i,-3,13,1.3,CC/C(=C(/CC)c1ccc(O)cc1)c1ccc(O)cc1
3,-3,i,1,-2,-3,i,-2,3,0.9,Cc1cc(=O)oc2c(C)c(OC(C)C(=O)NCCCn3ccnc3)ccc12 (centres undefined)
-1,0,i,1,3,2,i,-1,3,-0.6,CCOC(=O)Cc1cc(C)[nH]c1C(=O)OCC
-7,1,i,0,4,-4,i,2,5,0.4,CCCOc1ccc(C(=O)c2ccccc2C(=O)OC2CCOC2=O)cc1OCCC (centres undefined)
nt,-1,i,-2,2,-4,i,5,2,-2.1,COc1ccc(S(=O)(=O)N(C)C[C@H]2OCCCC[C@@H](C)Oc3ccc(N(C)C)cc3C(=O)N([C@H](C)CO)C[C@@H]2C)cc1
-1,-5,i,-1,-6,1,i,1,-6,0.5,CN(C)/C=C1/Oc2c(ccc3ccccc23)C1=O
-1,5,i,2,9,-1,i,2,1,-1.1,Cc1cccc(NC(=O)c2cc(S(=O)(=O)N3CCc4ccccc43)cn2C)c1
-3,-7,i,0,1,-2,i,4,2,-0.8,Cc1ccc(S(=O)(=O)N2CCOCC2)cc1NC(=O)CSc1ncccn1
0,1,nt,-2,-12,-6,i,-2,0,0.6,Cc1c(CCC(C)C)c(=O)n2c([nH]c3ccccc32)c1C#N

Bioassay records as filed in PubChem.
